From PubChem BioAssay
BL2 CD40 inh – inhibitors of CD40-induced NF-kB signaling, primary screen, BL2 cells, luciferase reporter, single point; 83,000 compounds, 0.94% hits; AID 1053188, 2014; CD40L-induced, 4 h; inhibition, % at 10 µM;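 active = mean inhibition of at least 50% with a set share of replicates also reaching that level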;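 also: 0% = neutral control wells and 100% = IKK inhibitor VII at 50 µM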
The depositor's hits bear a star; & = joins results of further samples; [ ] = dose if it differs, or a comment.

no.	smiles	BL2 CD40 inh
1	COc1ccc(-n2c(=O)c3ccccc3n(CC(=O)NCc3ccco3)c2=O)cc1	2.5
2	COc1ccccc1NS(=O)(=O)c1cc(NC(=O)C2CCCO2)ccc1C (stereo not given)	3.2
3	O=C(N/N=C/c1cccc(Cl)c1)C(c1ccncc1)N1CCOCC1 (stereo not given)	21.1
4	C/C=C/c1ccc([C@@H]2[C@@H](CO)N3CCCCN(CCC(F)(F)F)C[C@@H]23)cc1	2.4[25 µM]
5	COc1ccc(C(=O)COC(=O)c2ccccc2C(=O)N(C)c2ccccc2)c(OC)c1	-98.2
6	CC(=O)Nc1ccc(NC(=O)C(C)OC(=O)c2c(NC(C)=O)sc(C)c2C)cc1 (stereo not given)	6.5
7	CCCC#Cc1ccc2c(c1)[C@@H]1[C@@H](CCN1C(=O)CC1CC1)[C@@H](CO)N2C	-10.7[25 µM]
8	COc1cccc(OC)c1C(=O)OCC(=O)N(c1ccccc1)C1CCCCC1	2.8
9	COc1cccc(N(CC(=O)NCCN2CCOCC2)S(=O)(=O)c2ccccc2)c1	5.4
10	O=C(NC1CC1)C1CCN(C2CCN(C(=O)Cc3ccc(F)cc3)CC2)CC1	15.6
11	CCOC(=O)c1cnc2cc(F)c(F)cc2c1N1CCOCC1	10.8
12	COc1c(C)cc(C(=O)C2CCCN(Cc3ccc(Oc4ncccn4)cc3)C2)cc1C (stereo not given)	13.3
13	N#C[C@H]1[C@@H](c2ccccc2C2=CCCC2)[C@@H](CO)N1C(=O)C1CC1	20.9[25 µM]
14	O=C1c2ccccc2S(=O)(=O)N1CCOc1ccccc1	-50.9
15	O=C(NC[C@H]1[C@H](c2ccccc2)[C@@H](CO)N1Cc1cccnc1)c1ccccn1	-8.3[25 µM]
16	COC(=O)c1sc(-c2ccccc2)cc1NC(=O)c1ccccc1	9.1
17	N#Cc1c2n(c3c(=O)n(CC(=O)c4ccc([N+](=O)[O-])cc4)cnc13)CCCCC2	6.7
18	O=C(Nc1ccccc1Cl)N1[C@@H]2CNc3ccccc3[C@@H]2[C@@H]1CO	6.1[25 µM]
19	COc1ccc(-c2ccc([C@H]3[C@H](C#N)N[C@@H]3CO)cc2)cc1	-31.1[25 µM]
20	CC(=O)NC(CCS(C)(=O)=O)C(=O)Nc1cc(C)on1 (stereo not given)	1.8
21	O=C(Nc1ccc(CN2CCOCC2)cc1)c1ccc(-c2cccc([N+](=O)[O-])c2)o1	-20.4
22	C[C@H](CO)N1C[C@H](C)[C@@H](CN(C)Cc2ccc3c(c2)OCO3)OCc2ccccc2-c2ccccc2C1=O	7.5[25 µM]
23	CC(CCc1ccccc1)NC(=O)c1ccc(NC(=O)c2ccccc2)cc1 (stereo not given)	5.0
24	O=C(Nc1ccc(-c2nc3ccccc3[nH]2)cc1)c1ccc2c(c1)OCO2	-24.4
25	COc1ccc(OCCOC(=O)c2[nH]c(C)c(C(C)=O)c2C)cc1	-3.3
26	N#Cc1ccccc1S(=O)c1ccccc1C(=O)Nc1ccccc1 (stereo not given)	-3.5
27	COC(=O)CC1C(=O)NCCN1C(=S)Nc1cccc(C(F)(F)F)c1 (stereo not given)	10.2
28	COc1ccccc1OCc1cc(C(=O)N2CCN(C)C(c3ccccc3)C2)no1 (stereo not given)	-63.9
29	Cc1nc2ccccc2n1C(=O)N(C)C	7.2
30	O=C(COC(=O)CN1C(=O)NC2(CCCCC2)C1=O)Nc1cc(F)ccc1F	12.6
31	CN(C)C(=O)C[C@@H]1C=C[C@@H](NC(=O)c2ccc(F)cc2)[C@H](CO)O1	-3.7[25 µM]
32	O=C(O)c1ccc(-n2c(=O)c3ccccc3c3ccccc3c2=O)cc1	13.3
33	Cc1ccc(-c2ccc(C3[C@H]4CNC[C@@H]3N4S(=O)(=O)c3ccccc3C)cc2)cc1 (stereo not given in full)	-5.0&0.8
34	Cc1ccc(C(=O)Nc2cccc(-c3ccc(N4CCOCC4)nn3)c2)cc1	-68.9
35	COc1cccc(/C=N/NC(=O)c2cnn(-c3ccccc3)c2N)c1	-106.0
36	CN(C)C(=O)[C@H]1[C@H](CO)[C@H]2Cn3c(cccc3=O)[C@@H]1N2CC1CCOCC1	-1.8[25 µM]
37	Brc1ccc(OCc2ccccc2)c(CNCc2ccncc2)c1	7.3
38	Cc1ccc(Cn2nnc3c(=O)[nH]c(C4CCCN(C(=O)Nc5ccc(F)cc5F)C4)nc32)cc1 (stereo not given)	18.9
39	O=C(COc1cccc(Br)c1)N/N=C/C(=O)c1ccccc1	17.4
40	Cc1cccnc1NC(=O)COc1ccc2c(c1)CCC2	-53.0
41	CCCCN(C(=O)c1ccc([N+](=O)[O-])o1)c1c(N)n(CC(C)C)c(=O)[nH]c1=O	-0.7
42	O=S(=O)(Nc1nc2c(s1)CCCC2)c1ccc(F)cc1	-12.7
43	O=C1CN(S(=O)(=O)c2cc(Br)ccc2Br)CCN1	6.1
44	O=C(C1CCCC1)N1CC[C@@H]2[C@H](CO)Nc3ccc(Br)cc3[C@@H]21	-16.8
45	O=C(Nc1ccc(F)cc1)N1CC(=O)N2[C@H](CO)[C@@H](c3ccc(-c4cccc(F)c4)cc3)[C@H]2C1	33.5[25 µM]
46	CCC1CCCCN1C(=O)c1sc2ncnc(N(CC)CC)c2c1C (stereo not given)	12.0
47	CS(=O)(=O)N(CCC#N)Cc1ccco1	2.7
48	C[C@@H]1CN([C@@H](C)CO)C(=O)c2cc(NC(=O)Nc3ccc4c(c3)OCO4)ccc2O[C@@H](C)CCCCO[C@H]1CN(C)C(=O)Nc1ccc(C(F)(F)F)cc1	-4.2
49	Clc1ccc(SCCOCCN2CCCCCC2)cc1	7.4
50	Oc1c(C(c2ccccc2)N2CCCCC2)ccc2ccccc12 (stereo not given)	-6.1
51	CCn1c(C)c(C)c2cc(C(=O)NC3CCCCCC3)ccc21	-22.5
52	Nc1ccc2c(c1)N1CCN=C1S2	11.6
53	CC(=O)OCc1cc(-c2nn(C)c(=O)c3ccccc23)ccc1C	19.6
54	CCN(CC(=O)Nc1ccc(S(=O)(=O)N2CCCC2)cc1)CC(=O)Nc1ccccc1C(F)(F)F	5.3
55	Cc1nc2n(n1)CC(O)CS2 (stereo not given)	10.9
56	N#C[C@H]1[C@H](c2ccccc2-c2cccc(F)c2)[C@H](CO)N1C(=O)C1CCC1	12.1[25 µM]

(listing goes on)
no.	smiles	BL2 CD40 inh
57	C[C@@H](NC(=O)C[C@@H]1C[C@H]2c3cc(NC(=O)NC4CCCC4)ccc3O[C@H]2[C@@H](CO)O1)c1ccccc1	-0.2
58	O=C(CN1CCOCC1)N/N=C/c1ccc(-c2ccc(C(=O)O)cc2)o1	6.5
59	O=C(C1CCCO1)N1CCN(c2ncccn2)CC1 (stereo not given)	11.1
60	O=C(c1ccc2c(c1)OCCO2)N1CCCC(CNS(=O)(=O)c2cccs2)C1 (stereo not given)	14.7
61	O=C(NC(=S)Nc1ccc(Cc2ccncc2)cc1)c1ccc(F)cc1	-5.7
62	CN(C(=O)COC(=O)c1ccc(=O)n(Cc2ccccc2)n1)C1CCS(=O)(=O)C1 (stereo not given)	0.4
63	COCCN(C(=O)CSc1nc(N)cc(=O)[nH]1)c1c(N)n(Cc2ccccc2)c(=O)[nH]c1=O	5.8
64	O=C(Oc1cccc(NC2=NS(=O)(=O)c3ccccc32)c1)c1ccncc1	7.3
65	O=C(Nc1ccc(N2CCOCC2)cc1)C1(S(=O)(=O)c2ccccc2)CC1	-2.2
66	Cc1ccccc1-c1ccc([C@@H]2[C@H]3CN(C(=O)Nc4cccc(F)c4)CCCCN3[C@H]2CO)cc1	-13.0[25 µM]
67	Cc1onc(-c2ccccc2)c1-c1ccnn1C(=O)NC(C)C	5.0
68	CC(C)NC(=O)NC(=O)COC(=O)CCCSc1nc2ccccc2s1	4.6
69	O=C(Nc1ccc(Oc2ccc(Cl)cc2)cc1)c1ncn[nH]1	3.5
70	CC1CC(=O)c2cnc(N)nc2C1 (stereo not given)	5.3
71	CC1CCCCN1CCNC(=O)CN1C(=O)COc2ccccc21 (stereo not given)	22.4
72	COc1ccc(-c2nn(-c3ccccc3)cc2C(=O)NC2CCCCC2C)cc1 (stereo not given)	17.8
73	CCN(CC(=O)Nc1c(F)cccc1F)C(=O)C1CC(=O)N(c2ccccc2OC)C1 (stereo not given)	5.4
74	Cc1noc(C(=O)Nc2sc3c(c2C#N)CCC3)c1Cl	-10.8
75	O=C(OCCOc1ccc(F)cc1)c1ccc(S(=O)(=O)N2CCCC2)cc1	-6.7
76	O=C(Nc1cc(S(=O)(=O)N2CCOCC2)ccc1-n1cncn1)c1ccc(Cl)cc1	6.1
77	CC(C)[C@H]1C(=O)N[C@H](c2cccc(Cl)c2)CC=CC[C@H](C)Oc2ccccc2C(=O)N1C (mixture of isomers)	6.5[25 µM]
78	O=C(Nc1ccncc1)c1ccc(Cl)c(S(=O)(=O)N2CCCCC2)c1	-53.2
79	NNC(=O)CNc1cccc(Cl)c1	17.4
80	CC(O)(C#CCN1CCCCCC1)c1ccccc1 (stereo not given)	0.4
81	Cc1noc(C)c1COc1ccccc1C(=O)NNC(=O)C(C)Oc1ccccc1F (stereo not given)	4.9
82	COc1ccccc1-c1ccc(C2[C@H]3CNC[C@@H]2N3Cc2nccs2)cc1 (stereo not given in full)	0.0&7.4[25 µM]
83	COC(=O)c1ccc(COC(=O)CNC(=O)c2ccc(OC)cc2)cc1	-42.8
84	CCC1CCCCN1CCCNC(=O)C1CCCN(c2nn3c(=O)cc(C)nc3s2)C1 (stereo not given)	9.4
85	O=C(Cc1ccc(F)cc1)Nc1cccc2cccnc12	-22.7
86	O=C(CN1C(=O)NC(Cc2ccccc2)C1=O)Nc1ccc(F)c(Cl)c1 (stereo not given)	-9.6
87	CC(C)(C)c1cc(Cl)c(O)c(NC(=S)NC(=O)c2cccnc2)c1	-7.9
88	CCCNC(=O)N1[C@@H](C#N)[C@H](c2ccccc2-c2ccccc2F)[C@@H]1CO	22.0[25 µM]

Results in sequence from the list:
Nos. 84 to 87 in BL2 CD40 inh: 9.4, -22.7, -9.6, -7.9

(listing goes on)
no.	smiles	BL2 CD40 inh
89	O=C(C[C@H]1CC[C@H]2[C@@H](COC[C@@H](O)CN2Cc2ccc(F)cc2)O1)NCCc1ccccc1	-14.2[25 µM]
90	CO[C@@H](CN(C)Cc1cc(F)ccc1F)[C@H](C)CN([C@@H](C)CO)S(=O)(=O)c1ccc(C)cc1	4.6[25 µM]
91	COCc1cc(=O)n2[nH]c(SC)nc2n1	8.3
92	COc1ccc2c3c([nH]c2c1)[C@@H](CO)N(C(C)=O)CC31CN(Cc2ccccc2Cl)C1	7.3[25 µM]
93	CC(=O)c1ccc(NC(=O)COC(=O)c2ccccc2Nc2ccccc2)cc1	8.5
94	O=C(C[C@H]1CC[C@@H]2[C@H](COC[C@H](O)CN2C(=O)c2ccc3c(c2)OCO3)O1)NCCN1CCCC1	9.4
95	COc1ccccc1N1CC(C(=O)NC2CCCCCC2)CC1=O (stereo not given)	-7.4
96	CCOC(=O)c1c(/N=C/N(C)C)sc(C(=O)OC)c1C	3.3

A different layout for part of the listing above.
cpd	BL2 CD40 inh	Compound
92	7.3[25 µM]	COc1ccc2c3c([nH]c2c1)[C@@H](CO)N(C(C)=O)CC31CN(Cc2ccccc2Cl)C1
93	8.5	CC(=O)c1ccc(NC(=O)COC(=O)c2ccccc2Nc2ccccc2)cc1
94	9.4	O=C(C[C@H]1CC[C@@H]2[C@H](COC[C@H](O)CN2C(=O)c2ccc3c(c2)OCO3)O1)NCCN1CCCC1
95	-7.4	COc1ccccc1N1CC(C(=O)NC2CCCCCC2)CC1=O (stereo not given)

As a short view, some entries already given:
no.	smiles	BL2 CD40 inh
90	CO[C@@H](CN(C)Cc1cc(F)ccc1F)[C@H](C)CN([C@@H](C)CO)S(=O)(=O)c1ccc(C)cc1	4.6[25 µM]
91	COCc1cc(=O)n2[nH]c(SC)nc2n1	8.3
92	COc1ccc2c3c([nH]c2c1)[C@@H](CO)N(C(C)=O)CC31CN(Cc2ccccc2Cl)C1	7.3[25 µM]
93	CC(=O)c1ccc(NC(=O)COC(=O)c2ccccc2Nc2ccccc2)cc1	8.5

(listing goes on)
no.	smiles	BL2 CD40 inh
97	O=C(OC1CCN(c2ncc(C(F)(F)F)cc2Cl)CC1)c1ccccc1	13.0
98	O=C(c1ccco1)c1cn(CC(=O)N2CCCC2)c2ccccc12	10.7
99	O=C(NCCCN1CCOCC1)c1ccc(N2CCOCC2)c([N+](=O)[O-])c1	5.8
100	CC(=O)c1ccc(NC(=O)c2cc(C)nc3ccccc23)cc1	-104.1
101	CCCC(=O)NCCc1nc2ccccc2n1C	-1.0
102	COc1cccc(S(=O)(=O)N(C)C[C@H]2OCc3cnnn3CCCC(=O)N([C@H](C)CO)C[C@@H]2C)c1	5.0[25 µM]
103	COc1ccccc1NS(=O)(=O)c1ccc(NC(=O)Cc2cccs2)cc1	11.2
104	c1ccc(CN2[C@@H]3CNC[C@H]2C3c2ccc(-c3cccnc3)cc2)nc1 (stereo not given in full)	1.0[25 µM]
105	Cc1ccc(C)c(S(=O)(=O)N2CCN(C(=O)CCC(=O)c3cc(C)sc3C)CC2)c1	-1.4
106	C[C@@H]1CCCCO[C@@H](CN(C)S(=O)(=O)c2ccc(F)cc2)[C@H](C)CN([C@@H](C)CO)C(=O)c2cc(NS(=O)(=O)c3ccc(F)cc3)ccc2O1	20.2
107	CCCCCC(=O)NNC(=O)c1ccc(-c2ccccc2)cc1	9.4
108	CC(c1ccccc1)N1C(=O)OC(C)(C)C1(C)O (stereo not given)	7.4
109	COc1ccc2c3c([nH]c2c1)[C@H](CO)N(S(=O)(=O)c1cn(C)cn1)CC31CCN(CC2CCCC2)CC1	3.2
110	COCCn1c(SCC#N)nnc1-c1ccccc1	2.6
111	O=C(NCCS(=O)(=O)NCc1cccs1)c1ccccc1	19.8
112	Cc1ccc(-c2cc(C(=O)N(C)CC(=O)Nc3ccccc3Br)c3ccccc3n2)o1	55.1*
113	CCOC(=O)[C@@H]1CCN(Cc2ccccc2)C[C@H]1c1ccccc1	13.8

This is a subset. The share of hits here may be higher or lower than overall.
